14-3-3 PPI = modulators of 14-3-3 gamma protein binding, primary screen, biochemical, fluorescence polarization; inhibition, % at 40 µM; actives 0.19% (n = 160,000); FP, 14-3-3gamma / TMR-pS259-Raf peptide binding; in the data active = inhibition above about 30%;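 also: 0% = protein plus tracer without compound and 100% = blank with tracer alone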
Target sequence (P61981 whole entry, looked up): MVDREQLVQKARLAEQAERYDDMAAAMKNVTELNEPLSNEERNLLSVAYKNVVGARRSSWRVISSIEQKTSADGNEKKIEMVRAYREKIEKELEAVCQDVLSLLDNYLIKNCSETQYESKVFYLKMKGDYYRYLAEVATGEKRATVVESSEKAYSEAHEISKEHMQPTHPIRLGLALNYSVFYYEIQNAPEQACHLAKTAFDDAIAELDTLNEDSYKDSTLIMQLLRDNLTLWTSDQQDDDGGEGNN
Active calls of the source: *; & = joins results of further samples. A portion of the library; rates above refer to the full screens.

`N#C/C(=C(/O)COC(=O)CCc1ccc(S(=O)(=O)N2CCOCC2)cc1)c1nc2ccccc2[nH]1` gave 14-3-3 PPI -45.
Screening CCOc1cccc2c1OC(c1cccc(Cl)c1)N1N=C(c3cccnc3)CC21 (configuration not stated) returned 14-3-3 PPI -3.
`COc1cccc(CNC(=O)CCNS(=O)(=O)c2ccc(Cl)cc2)c1` gave 14-3-3 PPI -3.
`CC(=O)Oc1ccc2oc(=O)c3c(c2c1)CCCN3C(=O)CN1CCC(C)CC1` gave 14-3-3 PPI 13.
Cc1c(Cl)cccc1NC(=O)c1cc2ccccc2o1 was read as 14-3-3 PPI -10.
`CCOC(=O)c1ccc(NC(=O)C2COc3ccccc3O2)cc1` (configuration not stated) gave 14-3-3 PPI -2.
For CC(C)N(C(=O)Cn1c(SCC(=O)N2CCN(c3ccccc3)CC2)nc2ccccc21)C(C)C the results were 14-3-3 PPI 0.
Screening CCOc1ccc(CCN2C(=O)CCC2(C)C(=O)NC(C)CC)cc1OCC (configuration not stated) returned 14-3-3 PPI -10.
Screening CCCc1sc2[nH]c(=S)n(-c3ccccc3)c(=O)c2c1C returned 14-3-3 PPI -12.
O=C(CSc1nnc(Cn2c(=O)sc3ccccc32)n1-c1ccccc1)NCc1ccco1 was read as 14-3-3 PPI -3.
CCCCN(C(=O)NC(=O)Nc1cc(C)ccc1C)S(C)(=O)=O was read as 14-3-3 PPI -1.
Screening CCn1c(SCC(=O)Nc2nc(C)c(C(=O)OC)s2)nnc1C(C)C returned 14-3-3 PPI -5.
`CC(=O)Nc1ccc(OCC(=O)O)cc1` gave 14-3-3 PPI -19.
`Cc1cccn2cc(-c3ccc(F)cc3)nc12` gave 14-3-3 PPI 0.
For CC(O)C(O)C(O)C(O)C1NCCS1 (configuration not stated) the results were 14-3-3 PPI -4.
COc1ccc(-n2ncc3c(Nc4ccc(C)cc4C)ncnc32)cc1 was read as 14-3-3 PPI 4.
`CCC(=O)N1CCc2cc(Br)cc(S(=O)(=O)NCCc3ccc(S(N)(=O)=O)cc3)c21` gave 14-3-3 PPI -1.
`CN(CC(=O)Nc1ccc(F)cc1)S(=O)(=O)c1cccs1` gave 14-3-3 PPI -8.
O=C(CSc1ncn(-c2ccccc2)n1)Nc1ccc(Br)cn1 was read as 14-3-3 PPI -7.
CCOC(=O)N1CCN(CC(O)COC2CC(C)CC(C)(C)C2)CC1 (configuration not stated) was read as 14-3-3 PPI 8.
For COc1ccc(C)c(S(=O)(=O)Nc2ccc(OCC(=O)O)cc2)c1 the results were 14-3-3 PPI 3.
For CCN(c1ccccc1)S(=O)(=O)c1ccc2[nH]cc(C(=O)NCc3ccccc3OC)c(=O)c2c1 the results were 14-3-3 PPI -5.
`CCOC(=O)Cc1csc(NC(=O)c2cccc(N3C(=O)CCC3=O)c2)n1` gave 14-3-3 PPI -3.
CCC1CCC(C(=O)Nc2ccc(OC)cc2)CC1 (configuration not stated) was read as 14-3-3 PPI -2.
Screening CCc1cc2c(SCC(=O)c3ccc(C)cc3)ncnc2s1 returned 14-3-3 PPI 0.
CCOC(=O)N1CCN(C(=O)CN(c2cccc(C)c2)S(=O)(=O)c2ccc(C)cc2)CC1 was read as 14-3-3 PPI -4.
COc1ccc(C)cc1NS(=O)(=O)c1ccc2c(c1)CC(C)N2C(C)=O (configuration not stated) was read as 14-3-3 PPI -14.
`O=C(CCCOc1ccc(Cl)cc1)Nc1nc2ccccc2s1` gave 14-3-3 PPI -20.
Screening O=C(O)Cc1ccc(NC(=O)c2cccs2)cc1 returned 14-3-3 PPI -4.
`COc1ccccc1C(CC(=O)O)c1ccco1` (configuration not stated) gave 14-3-3 PPI 0.
Screening O=C(NCc1ccccc1)c1ccc(N2CC3CC(C2)c2cccc(=O)n2C3)c(NS(=O)(=O)c2ccc(F)cc2)c1 (configuration not stated) returned 14-3-3 PPI 3.
`CCCn1c(CNC(=O)c2ccc(OC)c(OC)c2)nc2ccccc21` gave 14-3-3 PPI -11.
CCOc1ccc(C(=O)Nc2ccc(S(=O)(=O)Nc3nnc(CC)s3)cc2)cc1 was read as 14-3-3 PPI 0.
Screening CCOC(=O)c1c(-c2ccc(C)o2)csc1NC(=O)CSc1nnnn1-c1ccccc1 returned 14-3-3 PPI -12.
For CC(=O)c1ccc(NC(=S)Oc2cccc(C(=O)Nc3ccccc3Cl)c2)cc1 the results were 14-3-3 PPI -4.
For O=C(CCN1C(=O)COc2ccccc21)NCc1ccccn1 the results were 14-3-3 PPI 4.
`O=[N+]([O-])c1ccccc1Oc1ccc(Oc2ccccc2[N+](=O)[O-])cc1` gave 14-3-3 PPI -3.
Screening CC(C(=O)OCC(=O)Nc1ccc2c(c1)OCO2)N1C(=O)c2ccccc2C1=O (configuration not stated) returned 14-3-3 PPI -6.
For COc1ccc(C2CC(C(F)(F)F)n3nc(C(=O)N4CCCCCC4)c(Cl)c3N2)cc1OC (configuration not stated) the results were 14-3-3 PPI -2.
For CCOC(=O)c1[nH]c2c(c1C)C(=O)CC(c1ccco1)C2 (configuration not stated) the results were 14-3-3 PPI -7.
Screening Cc1ccccc1Nc1c(-c2cccnc2)nc2ccc(Br)cn12 returned 14-3-3 PPI -5.
`CCN1CCN(C(=O)c2ccc3c(=O)n(Cc4ccccc4OC)c(=S)[nH]c3c2)CC1` gave 14-3-3 PPI -6.
For CCOC(=O)c1oc2ccccc2c1NC(=O)c1cccc(OC)c1 the results were 14-3-3 PPI 4.
For c1ccc(CCc2nn3c(-c4ccncc4)nnc3s2)cc1 the results were 14-3-3 PPI -3.
`CCOC(=O)c1ccccc1NC(=O)c1cccnc1` gave 14-3-3 PPI 2.
O=C(O)c1cccc(COc2ccccc2Cl)c1 was read as 14-3-3 PPI -3.
Screening CN(CCC#N)C(=O)c1cc2n(n1)C(C(F)(F)F)CC(c1ccc(Cl)cc1)N2 (configuration not stated) returned 14-3-3 PPI 2.
Screening O=C(c1ccc(Br)o1)N(Cc1ccccc1)c1ccccn1 returned 14-3-3 PPI -1.
Screening Cc1cc(I)ccc1NC(=O)c1c(C(=O)O)cccc1[N+](=O)[O-] returned 14-3-3 PPI -23.
Screening Cn1c(=O)c(C(=O)CN2CCOCC2)c(N)n(Cc2ccccc2)c1=O returned 14-3-3 PPI -7.
O=C(CN1C(=O)C2C3CCC(C3)C2C1=O)N1CCN(Cc2ccccc2)CC1 (configuration not stated) was read as 14-3-3 PPI 4.
Screening COc1ccccc1C(=O)NCCNC(=O)c1ccco1 returned 14-3-3 PPI 16.
Screening O=S(=O)(c1ccc(-c2csc(=Nc3ccc(F)cc3)n2Cc2ccc3c(c2)OCO3)cc1)N1CCOCC1 returned 14-3-3 PPI -6.
For N#Cc1c2c(c(NCCN3CCCCC3)n3c1nc1ccccc13)CCC2 the results were 14-3-3 PPI -4.
`CC(=O)NS(=O)(=O)c1ccc(Nc2ncc([N+](=O)[O-])cc2[N+](=O)[O-])cc1` gave 14-3-3 PPI 0.
CCn1c(SCC(=O)c2[nH]c(C)c(C(C)=O)c2C)nnc1-c1ccncc1 was read as 14-3-3 PPI -9.
CCCOc1ccc2oc(=O)c3c(c2c1)CCCN3C(=O)CN1CCOCC1 was read as 14-3-3 PPI -10.
For CCN(Cc1ccccc1)S(=O)(=O)c1ccc(F)c(C(=O)Nc2cccc(Cl)c2)c1 the results were 14-3-3 PPI 10.
`C=CCn1c(-c2cccs2)nc2ccccc21` gave 14-3-3 PPI -13.
CN1C(=O)CC(C(=O)Nc2ccccc2)SC1=Nc1ccccc1 (configuration not stated) was read as 14-3-3 PPI -17.

Seven structures from above, arranged by formula weight, largest number first.
Screening O=S(=O)(c1ccc(-c2csc(=Nc3ccc(F)cc3)n2Cc2ccc3c(c2)OCO3)cc1)N1CCOCC1 returned 14-3-3 PPI -6.
Screening Cc1cc(I)ccc1NC(=O)c1c(C(=O)O)cccc1[N+](=O)[O-] returned 14-3-3 PPI -23.
CCCOc1ccc2oc(=O)c3c(c2c1)CCCN3C(=O)CN1CCOCC1 was read as 14-3-3 PPI -10.
CCn1c(SCC(=O)c2[nH]c(C)c(C(C)=O)c2C)nnc1-c1ccncc1 was read as 14-3-3 PPI -9.
`CC(=O)NS(=O)(=O)c1ccc(Nc2ncc([N+](=O)[O-])cc2[N+](=O)[O-])cc1` gave 14-3-3 PPI 0.
Screening Cn1c(=O)c(C(=O)CN2CCOCC2)c(N)n(Cc2ccccc2)c1=O returned 14-3-3 PPI -7.
Screening COc1ccccc1C(=O)NCCNC(=O)c1ccco1 returned 14-3-3 PPI 16.

Additional compounds follow:
FC(F)(F)c1cc(-c2ccco2)nc(N2CCCCC2)n1 was read as 14-3-3 PPI 9.
O=C(C1=C(O)C(=O)N(CCCn2ccnc2)C1c1ccc(F)cc1)c1ccco1 (configuration not stated) was read as 14-3-3 PPI -4.
`Cc1cccn2c(=O)c(C=Nc3ccc(Cl)cc3)c(NCc3ccco3)nc12` gave 14-3-3 PPI 5.
For COc1ccc(-n2c(Cc3cccn3C)nnc2SCC(=O)Nc2cc(Cl)ccc2OC)cc1 the results were 14-3-3 PPI -3.
Screening COC(=O)CCCc1nc2ccccc2s1 returned 14-3-3 PPI 0.
Screening COc1ccc(-c2cc3cc(OC)c(OC)cc3c(Cc3ccccc3)n2)cc1C returned 14-3-3 PPI 3.
CC1CCN(S(=O)(=O)c2ccc3ncn(CC(=O)N4CCCCCC4)c(=O)c3c2)CC1 was read as 14-3-3 PPI -6.
Screening CCOC(=O)C1=C(C)C2C3C(=O)N(c4ccccc4[N+](=O)[O-])C(=O)C3C1(C)C1C(=O)N(c3ccccc3[N+](=O)[O-])C(=O)C21 (configuration not stated) returned 14-3-3 PPI -4.
For O=C(Oc1cccc(N2C(=O)C3CCCCC3C2=O)c1)c1ccc(Br)cc1 (configuration not stated) the results were 14-3-3 PPI -3.
For CCCn1nnnc1NC(=O)CSc1ccc(Cl)cc1 the results were 14-3-3 PPI -15.
For CCCCNC(=O)CCn1nc(-c2ccc(Cl)cc2)c2ccccc2c1=O the results were 14-3-3 PPI -5.
Screening Cc1ccc(Oc2ccc(NC(=O)c3ccc(N)cc3)cc2)cc1 returned 14-3-3 PPI -9.

Copied from the entries so far for reference:
FC(F)(F)c1cc(-c2ccco2)nc(N2CCCCC2)n1 was read as 14-3-3 PPI 9.
O=C(C1=C(O)C(=O)N(CCCn2ccnc2)C1c1ccc(F)cc1)c1ccco1 (configuration not stated) was read as 14-3-3 PPI -4.
`Cc1cccn2c(=O)c(C=Nc3ccc(Cl)cc3)c(NCc3ccco3)nc12` gave 14-3-3 PPI 5.
For COc1ccc(-n2c(Cc3cccn3C)nnc2SCC(=O)Nc2cc(Cl)ccc2OC)cc1 the results were 14-3-3 PPI -3.
Screening COC(=O)CCCc1nc2ccccc2s1 returned 14-3-3 PPI 0.

Next part.
Screening NS(=O)(=O)c1ccc(NC(=O)C(c2ccccc2)c2ccccc2)cc1 returned 14-3-3 PPI -10.
Screening COc1ccc(C(C)=O)cc1CSc1nc2ccccc2o1 returned 14-3-3 PPI -1&-3.
Screening COc1ccc(Cl)cc1NC(=O)CN1C(=O)c2ccccc2C1=O returned 14-3-3 PPI -2.
Screening O=C(NCc1ccc2c(c1)OCO2)c1ccc(N2CCOCC2)c([N+](=O)[O-])c1 returned 14-3-3 PPI -6.
Fc1ccc(-c2ccc(-c3nn4c(-c5ccco5)nnc4s3)o2)cc1 was read as 14-3-3 PPI -10.
Screening CCOC(=O)c1c(NC(C)=O)sc2c(O)c(CN3CCN(CC)CC3)ccc12 returned 14-3-3 PPI -3&-7.
For O=S1(=O)N=C(O)c2ccccc21 the results were 14-3-3 PPI -5.
`CCn1c(=O)n(CC(=O)N2CCC(C)CC2)c(=O)c2ccccc21` gave 14-3-3 PPI 1.
For CC(=O)Nc1ccc(Nc2nc(-c3c(C)nc4cc(C)ccn34)cs2)cc1 the results were 14-3-3 PPI -10.
Screening O=C(COc1ccccc1)Nc1ccccc1C(=O)N1CCCCCC1 returned 14-3-3 PPI -5.
`Nc1cccc(N)c1NC(=O)c1ccccc1` gave 14-3-3 PPI -14.
For O=C1OC(N2CCN(c3cccc(Cl)c3)CC2)c2ccccc21 (configuration not stated) the results were 14-3-3 PPI -4.
COc1ccc(C(C(=O)NC2CCCC2)N2CCCC(C)C2)cc1 (configuration not stated) was read as 14-3-3 PPI -3.
Screening COc1ccc(CNS(=O)(=O)c2ccc(F)c(C(=O)Nc3ccc(C)cc3)c2)cc1 returned 14-3-3 PPI -1.
`CN1CCN(C(=O)c2cc3c(=O)n4ccccc4nc3s2)CC1` gave 14-3-3 PPI 12.
For Cn1c(=O)c2c(nc(NCc3ccco3)n2CC(O)COc2ccccc2)n(C)c1=O (configuration not stated) the results were 14-3-3 PPI -10.
For Nc1cccc(C(=O)Nc2ccc(N)cc2N)c1 the results were 14-3-3 PPI -62.
`COc1ccc(C(c2ccc(OC)c(C)c2)C(Cl)(Cl)Cl)cc1C` gave 14-3-3 PPI -4.
`Cc1c(NS(=O)(=O)c2ccc3c(c2)CCC(=O)N3)c(=O)n(-c2ccccc2)n1C` gave 14-3-3 PPI -10.
`CC(=O)NC1=NN(C(C)=O)C(C)(c2ccc([N+](=O)[O-])o2)S1` (configuration not stated) gave 14-3-3 PPI -5.
Screening Cc1sc2c3ccccc3ccc2[n+]1CCC(=O)O returned 14-3-3 PPI -103.
Screening COc1ccc(NC(=O)c2ccc(Br)o2)c(OC)c1 returned 14-3-3 PPI -13.
Screening COCCn1nnnc1C(c1cc2cc(C)cc(C)c2[nH]c1=O)N1CCN(c2ccccc2F)CC1 (configuration not stated) returned 14-3-3 PPI -9.
Screening Cc1ccc(-n2c(CCC(=O)O)ccc2-c2cccs2)cc1 returned 14-3-3 PPI -46.
For O=C(Nc1ccc(Cl)cc1)c1cc(S(=O)(=O)NC2CCCC2)ccc1F the results were 14-3-3 PPI -7.
Screening COc1cc(-c2nn3c(-c4ccco4)nnc3s2)cc(OC)c1OC returned 14-3-3 PPI -4.
For CC(O)CNc1nc2c(c(=O)n(C)c(=O)n2C)n1Cc1cccc(F)c1 (configuration not stated) the results were 14-3-3 PPI -5.
`CC(C)c1ccc(OCC(=O)NCc2ccccc2)cc1` gave 14-3-3 PPI 7.
Screening COCCCNS(=O)(=O)c1ccc2c(c1)CCN2C(=O)C1CC1 returned 14-3-3 PPI -2.
`COc1ccc(-n2cc(-c3ccc4c(c3)OCO4)n(CC(=O)Nc3c(C)cccc3C)c2=O)cc1` gave 14-3-3 PPI -1.

Compound activity from PubChem.
